Bioassay records deposited in PubChem BioAssay by Broad Institute.
NSD2 block = inhibitors of human NSD2, primary screen, biochemical, plate reader, single point | NSD2-SET H3K36me1 DELFIA fluorescence | inhibition, % at 12.5 µM | hit rate 0.07% among 44,000 | Histone-lysine N-methyltransferase NSD2 (Homo sapiens), O96028 | AID 624260, 2012; in the data active means inhibition above about 54%, passing the limit was not always enough;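 further: inhibitors reduce the monomethyl H3K36 fluorescence signal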
Target sequence (O96028 whole entry, looked up): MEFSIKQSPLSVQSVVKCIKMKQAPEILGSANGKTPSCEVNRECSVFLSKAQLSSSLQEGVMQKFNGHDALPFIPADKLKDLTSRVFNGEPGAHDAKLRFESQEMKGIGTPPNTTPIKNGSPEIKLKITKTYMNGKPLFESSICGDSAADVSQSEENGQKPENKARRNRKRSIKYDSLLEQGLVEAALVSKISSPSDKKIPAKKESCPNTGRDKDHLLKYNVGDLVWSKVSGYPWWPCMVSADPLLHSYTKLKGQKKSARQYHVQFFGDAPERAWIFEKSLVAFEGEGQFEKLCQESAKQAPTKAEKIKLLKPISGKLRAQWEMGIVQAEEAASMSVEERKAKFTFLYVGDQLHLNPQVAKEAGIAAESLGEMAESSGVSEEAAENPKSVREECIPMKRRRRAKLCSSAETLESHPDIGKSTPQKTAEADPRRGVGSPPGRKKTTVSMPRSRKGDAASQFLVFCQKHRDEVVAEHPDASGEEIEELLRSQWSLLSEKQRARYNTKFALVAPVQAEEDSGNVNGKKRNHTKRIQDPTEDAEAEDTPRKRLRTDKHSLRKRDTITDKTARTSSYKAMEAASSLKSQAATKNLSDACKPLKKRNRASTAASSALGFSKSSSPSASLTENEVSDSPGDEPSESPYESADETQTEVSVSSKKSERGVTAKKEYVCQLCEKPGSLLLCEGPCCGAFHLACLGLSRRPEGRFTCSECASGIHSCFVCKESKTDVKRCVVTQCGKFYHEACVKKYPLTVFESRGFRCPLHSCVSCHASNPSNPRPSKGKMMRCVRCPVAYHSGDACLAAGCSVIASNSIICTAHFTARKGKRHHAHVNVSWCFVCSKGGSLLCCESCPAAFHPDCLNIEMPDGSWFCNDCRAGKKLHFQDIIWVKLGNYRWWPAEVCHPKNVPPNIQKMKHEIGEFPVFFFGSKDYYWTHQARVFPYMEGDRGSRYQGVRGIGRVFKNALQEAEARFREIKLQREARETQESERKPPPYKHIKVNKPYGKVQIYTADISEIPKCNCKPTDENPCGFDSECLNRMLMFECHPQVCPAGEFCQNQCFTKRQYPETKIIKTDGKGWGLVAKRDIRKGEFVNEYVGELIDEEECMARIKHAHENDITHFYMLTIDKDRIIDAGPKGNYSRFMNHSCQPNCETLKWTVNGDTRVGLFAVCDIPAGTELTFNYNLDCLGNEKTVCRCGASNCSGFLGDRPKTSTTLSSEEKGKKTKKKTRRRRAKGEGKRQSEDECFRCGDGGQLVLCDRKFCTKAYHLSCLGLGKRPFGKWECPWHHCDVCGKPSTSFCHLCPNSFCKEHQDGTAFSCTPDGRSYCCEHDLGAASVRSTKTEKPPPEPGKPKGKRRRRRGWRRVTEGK
Active calls of the source: *; i = inactive. The list is partial; count on the stated rates, not on these rows.

SMILES	NSD2 block
COc1ccc(NC(=O)Nc2ccc3c(c2)C(=O)N([C@@H](C)CO)C[C@@H](C)[C@@H](CN(C)Cc2ccc4c(c2)OCO4)OCCCC[C@@H](C)O3)cc1	-37
CC(C)C#Cc1ccc2c(c1)O[C@@H](CN(C)C(=O)c1cccnc1)[C@H](C)CN([C@@H](C)CO)S2(=O)=O	27
C[C@H](CO)N1C[C@H](C)[C@@H](CN(C)Cc2ccc(C(F)(F)F)cc2)Oc2ccc(NC(=O)Nc3cccc4ccccc34)cc2CC1=O	1
C[C@H]1CN([C@@H](C)CO)C(=O)c2cccc(NS(=O)(=O)c3cn(C)cn3)c2O[C@H]1CN(C)Cc1ccccc1	3
CNC[C@@H]1OCCCC[C@H](C)Oc2ccc(NC(=O)Nc3ccc4c(c3)OCO4)cc2C(=O)N([C@H](C)CO)C[C@H]1C	2
COc1ccc(S(=O)(=O)N(C)C[C@@H]2OCCCC[C@@H](C)Oc3ccc(NC(=O)NC4CCCCC4)cc3C(=O)N([C@@H](C)CO)C[C@H]2C)cc1	-1
CN(C)CC(=O)Nc1ccc2c(c1)[C@H]1C[C@H](CC(=O)NCc3ccccc3)O[C@H](CO)[C@H]1O2	6
C[C@H](CO)N1C[C@H](C)[C@H](CN(C)S(=O)(=O)c2ccc(F)cc2)Oc2ccc(NC(=O)Cc3ccccc3)cc2CC1=O	0
COc1ccc(NC(=O)N(C)C[C@H]2Oc3cc(-c4cccc(C(=O)N(C)C)c4)ccc3S(=O)(=O)N([C@H](C)CO)C[C@H]2C)cc1	5
C[C@@H]1CCCCO[C@H](CN(C)C(=O)Nc2ccc(C(F)(F)F)cc2)[C@H](C)CN([C@@H](C)CO)C(=O)c2cc(NC(=O)Nc3ccccc3)ccc2O1	-4
C[C@@H]1CN([C@@H](C)CO)S(=O)(=O)c2ccc(C#CC3CC3)cc2O[C@H]1CN(C)Cc1ccccc1F	7
CC(=O)N(C)C[C@H]1Oc2ncc(-c3ccc(F)cc3)cc2C(=O)N([C@@H](C)CO)C[C@H]1C	15
CC(=O)N(C)C[C@H]1Oc2cc(C#CCN(C)C)ccc2S(=O)(=O)N([C@H](C)CO)C[C@@H]1C	-2
CC(C)NC(=O)N(C)C[C@@H]1Oc2ccc(NS(=O)(=O)c3ccc(F)cc3)cc2C(=O)N([C@@H](C)CO)C[C@@H]1C	1
CCCN(C)C[C@H]1OCCCC[C@@H](C)Oc2ccc(NS(=O)(=O)c3c(C)noc3C)cc2C(=O)N([C@@H](C)CO)C[C@H]1C	-12
C[C@@H]1CN([C@H](C)CO)C(=O)Cc2cc(NS(C)(=O)=O)ccc2O[C@H]1CN(C)Cc1ccc2c(c1)OCO2	14
COc1ccc(NC(=O)Nc2ccc3c(c2)CC(=O)N([C@@H](C)CO)C[C@H](C)[C@@H](CN(C)Cc2ccncc2)O3)cc1	i
C[C@H]1CN([C@@H](C)CO)C(=O)CCCn2cc(nn2)CO[C@@H]1CN(C)S(=O)(=O)c1ccc(Oc2ccccc2)cc1	2
Cc1noc(C)c1NC(=O)N(C)C[C@@H]1Oc2cc(C#CCN(C)C)ccc2S(=O)(=O)N([C@@H](C)CO)C[C@H]1C	6
C[C@@H]1CCCCO[C@H](CN(C)C(=O)Nc2ccc(F)cc2)[C@H](C)CN([C@H](C)CO)C(=O)c2cc(NS(=O)(=O)c3ccc(Cl)cc3)ccc2O1	3

Overlap with the part before: 3 compounds, then new ones.
SMILES	NSD2 block
C[C@H]1CN([C@@H](C)CO)C(=O)CCCn2cc(nn2)CO[C@@H]1CN(C)S(=O)(=O)c1ccc(Oc2ccccc2)cc1	2
Cc1noc(C)c1NC(=O)N(C)C[C@@H]1Oc2cc(C#CCN(C)C)ccc2S(=O)(=O)N([C@@H](C)CO)C[C@H]1C	6
C[C@@H]1CCCCO[C@H](CN(C)C(=O)Nc2ccc(F)cc2)[C@H](C)CN([C@H](C)CO)C(=O)c2cc(NS(=O)(=O)c3ccc(Cl)cc3)ccc2O1	3
C[C@@H]1CN([C@@H](C)CO)C(=O)c2cc(NC(=O)CCCCCC(=O)Nc3ccccc3N)ccc2O[C@H]1CN(C)C(=O)NC1CCCCC1	-1
COc1ccc(NC(=O)Nc2ccc3c(c2)CC(=O)N([C@H](C)CO)C[C@@H](C)[C@H](CN(C)C(=O)Nc2c(C)noc2C)O3)cc1	4
COc1ccc(S(=O)(=O)Nc2ccc3c(c2)C(=O)N([C@@H](C)CO)C[C@H](C)[C@@H](CN(C)Cc2ccc(Cl)c(Cl)c2)O3)cc1	-2
C/C=C/c1ccc2c(c1)O[C@@H](CN(C)Cc1ccc(F)cc1)[C@H](C)CN([C@H](C)CO)S2(=O)=O	11
Cc1ccc(-c2ccc3c(c2)O[C@@H](CN(C)Cc2cncnc2)[C@@H](C)CN([C@H](C)CO)S3(=O)=O)cc1	10
C[C@@H]1CN([C@@H](C)CO)C(=O)Cc2cc(NC(=O)Nc3ccc(C(F)(F)F)cc3)ccc2O[C@H]1CN(C)Cc1ccc(C(=O)O)cc1	-6
Cc1noc(C)c1S(=O)(=O)N(C)C[C@H]1Oc2c(NC(=O)c3cnccn3)cccc2C(=O)N([C@H](C)CO)C[C@H]1C	4
Cc1ccccc1-c1ccc2c(c1)O[C@@H](CN(C)C(=O)Nc1ccc(C(F)(F)F)cc1)[C@H](C)CN([C@H](C)CO)S2(=O)=O	-22
O=C(Cc1ccccc1)OC(C(=O)NCc1ccccc1)c1ccco1 (stereo not drawn)	4
C[C@@H]1CN([C@@H](C)CO)C(=O)c2cccc(NC(=O)NC3CCCCC3)c2O[C@@H]1CN(C)C(=O)Nc1ccc(C(F)(F)F)cc1	-17

Rewritten field by field: 4 of the compounds above
> Cc1ccc(-c2ccc3c(c2)O[C@@H](CN(C)Cc2cncnc2)[C@@H](C)CN([C@H](C)CO)S3(=O)=O)cc1
  NSD2 block: 10

> CC(=O)N(C)C[C@H]1Oc2ncc(-c3ccc(F)cc3)cc2C(=O)N([C@@H](C)CO)C[C@H]1C
  NSD2 block: 15

> CN(C)CC(=O)Nc1ccc2c(c1)[C@H]1C[C@H](CC(=O)NCc3ccccc3)O[C@H](CO)[C@H]1O2
  NSD2 block: 6

> C[C@@H]1CN([C@H](C)CO)C(=O)Cc2cc(NS(C)(=O)=O)ccc2O[C@H]1CN(C)Cc1ccc2c(c1)OCO2
  NSD2 block: 14

(further entries)
SMILES	NSD2 block
CN(C)CCCNC(=O)C[C@H]1CC[C@@H](NC(=O)Cc2cccnc2)[C@@H](CO)O1	7
C[C@@H]1CCCCO[C@@H](CN(C)S(=O)(=O)c2ccc(F)cc2)[C@@H](C)CN([C@@H](C)CO)C(=O)c2cc(NS(=O)(=O)c3ccccc3)ccc2O1	3
C[C@@H]1CCCCO[C@@H](CN(C)Cc2ccccc2)[C@@H](C)CN([C@H](C)CO)C(=O)c2cc(NC(=O)CCCN(C)C)ccc2O1	11
CCC(=O)N(C)C[C@@H]1Oc2ncc(-c3ccc(C)cc3)cc2C(=O)N([C@H](C)CO)C[C@H]1C	-4
COc1ccc(NC(=O)Nc2ccc3c(c2)[C@@H]2C[C@H](CC(=O)N4CCOCC4)O[C@@H](CO)[C@@H]2O3)cc1	-1
COCC#Cc1cnc2c(c1)C(=O)N([C@@H](C)CO)C[C@H](C)[C@H](CN(C)C(=O)NC1CCCC1)O2	-4
Cc1noc(C)c1S(=O)(=O)Nc1ccc2c(c1)CC(=O)N([C@@H](C)CO)C[C@H](C)[C@@H](CN(C)C(=O)Nc1ccc3c(c1)OCO3)O2	0
CC1=C(CCC2=CC(=O)OC2O)[C@@]2(C)CCC[C@]3(C)C(=O)OC(C1=O)[C@@H]32 (stereo partly drawn)	4
C[C@H]1CN([C@@H](C)CO)C(=O)c2cc(NC(=O)CCN3CCOCC3)ccc2O[C@H]1CN(C)S(C)(=O)=O	-13
CN(C)CC/C=C1\c2ccccc2CSc2ccccc21	-2
NC(=O)C1=C[C@H](c2ccccc2)C[C@H](OCc2ccc(CO)cc2)O1	2
CC(C)NC(=O)N(C)C[C@@H]1OCCCC[C@@H](C)Oc2ccc(NC(=O)Nc3ccc(F)cc3)cc2C(=O)N([C@@H](C)CO)C[C@H]1C	32
C[C@@H]1CN([C@@H](C)CO)C(=O)c2cc(NC(=O)CCN3CCOCC3)ccc2O[C@H]1CN(C)C(=O)Nc1ccc2c(c1)OCO2	5
C[C@@H]1CCCCO[C@H](CN(C)C)[C@@H](C)CN([C@H](C)CO)C(=O)c2cc(NC(=O)CCCN(C)C)ccc2O1	-6
C[C@H](CO)N1C[C@H](C)[C@H](CN(C)Cc2ccncc2)Oc2ccc(NC(=O)CCN3CCOCC3)cc2CC1=O	2
CCC(=O)N(C)C[C@H]1Oc2cc(C#Cc3ccncc3)ccc2S(=O)(=O)N([C@@H](C)CO)C[C@H]1C	1
Cc1noc(C)c1S(=O)(=O)Nc1cccc2c1O[C@@H](CN(C)Cc1ccc3c(c1)OCO3)[C@@H](C)CN([C@@H](C)CO)C2=O	1
Cc1noc(C)c1S(=O)(=O)Nc1cccc2c1O[C@H](CN(C)Cc1ccc(Oc3ccccc3)cc1)[C@H](C)CN([C@@H](C)CO)C2=O	-4
C[C@H](CO)N1C[C@H](C)[C@@H](CN(C)C(=O)c2ccccc2)OCCCC[C@H](C)Oc2ccc(NS(C)(=O)=O)cc2C1=O	-3
COCCCCC(=NOCCN)c1ccc(C(F)(F)F)cc1	6

Nothing new here: an excerpt of the list.
SMILES	NSD2 block
C[C@H](CO)N1C[C@H](C)[C@@H](CN(C)C(=O)c2ccccc2)OCCCC[C@H](C)Oc2ccc(NS(C)(=O)=O)cc2C1=O	-3
COCCCCC(=NOCCN)c1ccc(C(F)(F)F)cc1	6

Carrying on.
SMILES	NSD2 block
CCC(=O)N(C)C[C@@H]1Oc2cc(C#Cc3ccccn3)ccc2S(=O)(=O)N([C@@H](C)CO)C[C@H]1C	-1
COc1ccc(S(=O)(=O)Nc2cccc3c2O[C@@H](CN(C)Cc2ccc(Oc4ccccc4)cc2)[C@@H](C)CN([C@@H](C)CO)C3=O)cc1	-6
CNC[C@H]1Oc2c(NC(=O)C3CCOCC3)cccc2C(=O)N([C@@H](C)CO)C[C@H]1C	0
C[C@H](CO)N1C[C@H](C)[C@H](CN(C)S(=O)(=O)c2ccccc2)Oc2ccc(NS(=O)(=O)c3cn(C)cn3)cc2C1=O	3
CC(=O)Nc1cccc(OC(=O)c2ccoc2C)c1	1
Cc1cc(C)nc(SCCCn2c(=O)[nH]c3ccccc32)n1	-4
C=CC[C@@]12N=C(c3ccc(OCCCO)cc3)O[C@@H]1c1ccccc1N(CCS(=O)(=O)c1ccccc1)C2=O	9
COc1cccc(-c2ccc3c(c2)O[C@@H](CN(C)CC2CC2)[C@@H](C)CN([C@H](C)CO)S3(=O)=O)c1	7
COc1ccc(NC(=O)N(C)C[C@@H]2Oc3ncc(-c4cccc(OC)c4)cc3C(=O)N([C@H](C)CO)C[C@@H]2C)cc1	6
C[C@@H]1CN([C@H](C)CO)C(=O)c2cc(-c3cccnc3)cnc2O[C@H]1CN(C)S(C)(=O)=O	1
C[C@H]1CN([C@@H](C)CO)C(=O)c2cccc(NC(=O)c3ccncc3)c2O[C@H]1CN(C)Cc1ccc(C(=O)Nc2ccccc2N)cc1	1
C[C@@H]1CN([C@@H](C)CO)C(=O)Cc2cc(NC(=O)Nc3ccc(F)cc3)ccc2O[C@H]1CN(C)S(=O)(=O)c1ccccc1	9
C[C@H](CO)N1C[C@H](C)[C@@H](CN(C)C(=O)Nc2ccc3c(c2)OCO3)Oc2ccc(NC(=O)Cc3ccccc3)cc2CC1=O	8
CCCC#Cc1ccc2c(c1)O[C@@H](CN(C)Cc1ccc3c(c1)OCO3)[C@@H](C)CN([C@@H](C)CO)S2(=O)=O	-1
CCCC#Cc1cnc2c(c1)C(=O)N([C@@H](C)CO)C[C@@H](C)[C@@H](CN(C)Cc1ccc(F)cc1)O2	-1
CCCNC(=O)C[C@H]1C[C@H]2c3cc(NC(=O)Nc4ccc(OC)cc4)ccc3O[C@H]2[C@H](CO)O1	-1
C[C@@H]1CCCCO[C@@H](CN(C)C(=O)Cc2ccccc2)[C@@H](C)CN([C@H](C)CO)C(=O)c2cc(NC(=O)Nc3ccccc3)ccc2O1	-53
C[C@@H]1CN([C@H](C)CO)S(=O)(=O)c2ccc(C3=CCCCC3)cc2O[C@@H]1CN(C)C(=O)Cc1cccnc1	-1
CC(C)NC(=O)N(C)C[C@@H]1Oc2c(NS(=O)(=O)c3ccc(F)cc3)cccc2C(=O)N([C@@H](C)CO)C[C@H]1C	6
C[C@@H]1CN([C@H](C)CO)C(=O)c2cc(NC(=O)Cc3ccccc3)ccc2O[C@@H]1CN(C)C(=O)Nc1cccc2ccccc12	-2
C[C@@H]1CN([C@@H](C)CO)C(=O)c2cc(NC(=O)Nc3cccc4ccccc34)ccc2O[C@H]1CN(C)C(=O)Nc1ccc(F)cc1	0
C[C@@H]1CCCCO[C@H](CN(C)S(=O)(=O)c2cn(C)cn2)[C@@H](C)CN([C@H](C)CO)C(=O)c2cc(N(C)C)ccc2O1	2
C[C@@H]1CN([C@@H](C)CO)S(=O)(=O)c2ccc(-c3cccnc3)cc2O[C@H]1CN(C)C(=O)C1CCCCC1	-2
C[C@@H]1CN([C@H](C)CO)C(=O)c2cc(NC(=O)NC3CCCCC3)ccc2O[C@@H](C)CCCCO[C@H]1CN(C)C(=O)Nc1ccc2c(c1)OCO2	i
CS(=O)(=O)CCNCc1nc(-c2ccc3ncnc(Nc4ccc(OCc5cccc(F)c5)c(Cl)c4)c3c2)cs1	5
C[C@H]1CCCCO[C@H](CN(C)C(=O)c2ccccc2)[C@@H](C)CN([C@@H](C)CO)C(=O)c2cc(NS(=O)(=O)c3cccs3)ccc2O1	4
Cc1noc(C)c1S(=O)(=O)Nc1cccc2c1O[C@@H](CN(C)Cc1ccc(C(=O)Nc3ccccc3N)cc1)[C@@H](C)CN([C@@H](C)CO)C2=O	-4
